V1R ag counter: V1a receptor agonism, counter-screen for OXTR agonists; P37288; CHO-V1R cells, Fluo-8 calcium fluorescence, agonist mode; 0% DMSO, 100% 3 nM vasopressin; activation, % at 3 µM; actives 0.25% (n = 320,000); AID 2797;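 active = activation above the mean activation of all tested compounds plus 3 SD, per screening run, cut at about 20% in these data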;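 note: signal is peak over basal fluorescence ratio across a 100 second FLIPR read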
Target sequence (P37288 whole entry, looked up): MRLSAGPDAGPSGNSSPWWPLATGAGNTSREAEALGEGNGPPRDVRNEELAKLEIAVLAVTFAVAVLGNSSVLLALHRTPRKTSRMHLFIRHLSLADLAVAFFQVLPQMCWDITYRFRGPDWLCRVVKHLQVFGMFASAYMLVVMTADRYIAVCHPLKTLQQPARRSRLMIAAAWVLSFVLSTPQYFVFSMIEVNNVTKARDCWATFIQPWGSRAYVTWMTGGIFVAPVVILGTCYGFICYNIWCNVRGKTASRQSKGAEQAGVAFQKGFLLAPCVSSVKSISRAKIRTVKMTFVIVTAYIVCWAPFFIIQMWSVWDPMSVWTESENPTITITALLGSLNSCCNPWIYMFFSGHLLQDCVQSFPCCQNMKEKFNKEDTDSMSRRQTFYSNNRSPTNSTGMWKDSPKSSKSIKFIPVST
GalR3 antag: blocks the human galanin receptor 3; HEK293 GalR3-CNG cAMP membrane potential fluorescence; galR3 body fused to GalR1 C-terminus; inhibition, % at 3 µM; actives 0.44% (n = 360,000); AID 651719;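 active = inhibition above the screen-wide average plus 3 SD, cut at about 13% in these data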;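 note: forskolin and galanin both at EC90 stimulate the cells; cAMP rise reported by CNG channel membrane potential dye signal; 0% = forskolin plus galanin with DMSO and 100% = forskolin alone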
Target sequence (O60755 1-299 limits assumed): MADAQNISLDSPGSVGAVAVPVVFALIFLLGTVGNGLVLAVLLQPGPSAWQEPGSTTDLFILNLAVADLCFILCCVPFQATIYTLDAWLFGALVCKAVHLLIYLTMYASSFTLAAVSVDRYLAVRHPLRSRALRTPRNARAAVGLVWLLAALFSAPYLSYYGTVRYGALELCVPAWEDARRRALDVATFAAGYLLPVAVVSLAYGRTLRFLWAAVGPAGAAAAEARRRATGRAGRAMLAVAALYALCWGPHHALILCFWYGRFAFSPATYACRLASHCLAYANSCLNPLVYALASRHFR
OXTR ag: human OXTR agonism | actives 0.32% (n = 320,000) | CHO-OTR cells, Fluo-8 calcium fluorescence; normalized: DMSO 0%, oxytocin 100% | AID 2435 | activation, % at 3 µM | P30559;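 active = activation above the mean of all tested compounds plus 3 SD, cutoff set per screening run, cut at about 20% in these data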;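 note: peak over basal fluorescence ratio from a 100 s FLIPR kinetic read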
Target sequence (P30559 whole entry, looked up): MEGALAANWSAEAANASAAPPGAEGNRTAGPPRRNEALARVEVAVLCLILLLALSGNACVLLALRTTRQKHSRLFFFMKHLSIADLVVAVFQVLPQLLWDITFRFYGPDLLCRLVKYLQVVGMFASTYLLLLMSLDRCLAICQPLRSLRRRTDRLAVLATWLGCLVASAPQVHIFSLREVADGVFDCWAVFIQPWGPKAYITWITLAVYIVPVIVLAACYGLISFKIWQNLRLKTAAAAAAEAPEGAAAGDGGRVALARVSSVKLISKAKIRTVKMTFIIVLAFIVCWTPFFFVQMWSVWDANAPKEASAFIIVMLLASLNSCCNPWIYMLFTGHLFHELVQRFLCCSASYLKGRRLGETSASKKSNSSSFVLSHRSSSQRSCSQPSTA
Active calls of the source: *. An excerpt. The share of hits here may be higher or lower than overall.

Values run as follows: V1R ag counter	GalR3 antag	OXTR ag
CC(C)Cn1c(SCC(=O)Nc2cc(Cl)c(Cl)cc2Cl)nc(O)cc1=O
→ 0.3	2	-0.2
CCC(CO)Oc1cc(NCc2ccc(Cl)cc2Cl)c2ncn(C(C)C)c2c1 (centres undefined)
→ 2.2	-4	14
COc1ccc(C(=O)COC(=O)CNC(=O)c2ccccc2)cc1F
→ 0.1	-1	0.5
CCN(CC(=O)Nc1ccc(NC(C)=O)cc1)C(=O)c1cccc(S(=O)(=O)N2CCc3ccccc3C2)c1
→ -0.6	3	-0.8
Cc1ccc(-n2c(SCC(=O)NCC3CCCO3)nc3ccccc3c2=O)cc1C (centres undefined)
→ -1.8	0	-2.8
N#Cc1cccc(NC(=O)CN2C(=O)NC3(CCCCCC3)C2=O)c1
→ 0.8	5	1.7
CCCCn1c(N)c(N(CC(C)C)C(=O)C2CC(=O)N(c3ccc(CC)cc3)C2)c(=O)[nH]c1=O (centres undefined)
→ -0.9	-4	-0.8
COc1ccc(Cl)cc1NC(=O)COC(=O)C1CC(=O)N(Cc2ccccc2)C1 (centres undefined)
→ 3.6	-4	5.3
C[C@H](CO)N1C[C@H](C)[C@@H](CN(C)Cc2ccc3c(c2)OCO3)Oc2c(NC(=O)C3CCCCC3)cccc2C1=O
→ -0.2	-1	-0.8
CCOc1ccc(Cn2nnc(-c3ccc(S(C)(=O)=O)cc3)n2)cc1OCC
→ 0.7	5	2.2
CN1CCN(S(=O)(=O)c2cccc(C(=O)NC3(C)CCS(=O)(=O)C3)c2)CC1 (centres undefined)
→ 1.2	-3	0.6
CC1CC(C)CN(C(=O)c2ccc3c(c2)OCCO3)C1 (centres undefined)
→ 0.7	-7	1.6
COc1ccc(Cl)cc1NC(=O)CN(C)C(=O)c1ccc2c(c1)OCCO2
→ 0.2	2	0.5
CC(C)(NC(=O)c1ccccc1)c1nc2ccccc2s1
→ 0.5	-8	-0.3
CCCCN(C(=O)C1=COCCO1)c1c(N)n(CCCC)c(=O)[nH]c1=O
→ -0.1	-3	-0.3
Cc1nnc(SCC(=O)N(C)C2CCCCC2)n1C
→ 1.4	-5	1.5
O=C(CNc1cccc(S(=O)(=O)N2CCOCC2)c1)Nc1ccc(C(F)(F)F)cc1
→ 2.1	-2	-2.3
COc1cc(OC)cc(C(=O)NNC(=O)CNC(=O)c2ccc(Br)o2)c1
→ 0.0	-2	-0.5
COC(=O)c1cc(Cl)cc2c(CCO)c[nH]c12
→ 2.4	-9	2.0
CC(=O)Nc1ccc(NC(=O)c2ccc(S(=O)(=O)N(C)c3ccccc3)cc2)cc1
→ 2.9	-9	2.0

A section from further up:
Values run as follows: V1R ag counter	GalR3 antag	OXTR ag
CC(C)Cn1c(SCC(=O)Nc2cc(Cl)c(Cl)cc2Cl)nc(O)cc1=O
→ 0.3	2	-0.2
CCC(CO)Oc1cc(NCc2ccc(Cl)cc2Cl)c2ncn(C(C)C)c2c1 (centres undefined)
→ 2.2	-4	14
COc1ccc(C(=O)COC(=O)CNC(=O)c2ccccc2)cc1F
→ 0.1	-1	0.5

The results go on.
Values run as follows: V1R ag counter	GalR3 antag	OXTR ag
O=C(COC(=O)c1ccc2ccccc2c1O)NCc1ccccc1
→ 1.9	-4	3.1
Cc1ccc(C2(C)NC(=O)N(CC(=O)N3CCN(S(=O)(=O)c4ccc(Cl)s4)CC3)C2=O)cc1 (centres undefined)
→ 2.0	-4	0.3
O=C(COC(=O)c1c(F)cccc1F)Nc1ccc(N2CCCCC2)cc1
→ -0.3	-4	-0.8
Cc1cc(NC(=O)CSc2nnc3ccc(-c4ccc(F)cc4)nn23)no1
→ -1.9	2	-1.8
CC1(CCCN2C(=O)c3ccccc3C2=O)OCCO1
→ 1.0	-4	0.8
O=C(Nc1cccc(-c2ccc(N3CCOCC3)nn2)c1)c1ccc(F)cc1F
→ 0.2	-3	-1.9
Cc1cccc(NS(=O)(=O)c2ccc(C(=O)N3CCCC3)cc2)c1C
→ 4.0	-4	8.0
CC(=O)c1cc2c(cc1NC(=O)Cn1cnc3ccccc3c1=O)OCO2
→ -0.1	-8	0.4
C=C(C)C(=O)OCC(C)C
→ 0.1	0	0.3
CN1CCC(N(C)S(=O)(=O)c2ccc(NC(=O)COc3ccc(Br)cc3Cl)cc2)CC1
→ 12	-5	25*
O=C(CSc1cccc[n+]1[O-])Nc1cc(Cl)ccc1[N+](=O)[O-]
→ -0.5	-4	0.2
C#CCOc1ccc(CNC[C@H]2O[C@@H](n3cnc4c(N)ncnc43)[C@H](O)[C@@H]2O)cc1
→ 0.7	-4	2.2
CC(C)Cc1nnc(NC(=O)c2ccc3c(c2)OCCO3)s1
→ 2.0	-5	1.5
O=C(Nc1ccc(-c2csc(Nc3ccc(Cl)cc3)n2)cc1)c1ccccc1
→ -0.2	-2	-0.2
COc1ccc(C(=O)COC(=O)CNC(=O)c2ccc(C)s2)c(OC)c1
→ -0.5	-4	-1.4
CN(CC(=O)Nc1ccc(S(=O)(=O)N2CCOCC2)cc1)Cc1ccc(F)cc1
→ 2.2	-4	2.8
CCN(Cc1ccccc1)S(=O)(=O)c1ccc(C(=O)N(CCCN(C)C)c2nc3c(C)c(C)ccc3s2)cc1
→ 4.0	-5	5.8
CCN(CC(=O)Nc1ccc(OC)cc1)C(=O)c1ccc2c(c1)NC(=O)C(C)S2 (centres undefined)
→ 0.4	5	-0.7
CCCN(CC(=O)Nc1ccccc1C)C(=O)C1CC(=O)N(c2ccccc2C(C)CC)C1 (centres undefined)
→ -0.1	-5	-0.4
O=C(NCC(c1ccco1)N1CCc2ccccc2C1)c1ccccc1 (centres undefined)
→ -1.3	-5	-2.5

Looked up one by one from the entries so far, 2 records:
Values run as follows: V1R ag counter	GalR3 antag	OXTR ag
CC(=O)c1cc2c(cc1NC(=O)Cn1cnc3ccccc3c1=O)OCO2
→ -0.1	-8	0.4
CN1CCC(N(C)S(=O)(=O)c2ccc(NC(=O)COc3ccc(Br)cc3Cl)cc2)CC1
→ 12	-5	25*

New compounds follow
Values run as follows: V1R ag counter	GalR3 antag	OXTR ag
O=Nc1c(O)c2ccccc2c2ccccc12
→ 9.3	-3	10.0
Cc1ccc(S(=O)(=O)CCC(=O)OC(C)C(=O)NC2CCCCC2C)cc1 (centres undefined)
→ -0.9	1	-0.5
Cc1ccc(C2=NOC(C)(c3nnc(-c4ccccc4)o3)C2)cc1 (centres undefined)
→ -0.3	-4	-2.6
CC(OC(=O)c1cccc(NS(C)(=O)=O)c1)C(=O)Nc1ccc2c(c1)OCO2 (centres undefined)
→ 0.9	3	0.0
CCc1noc(C)c1C(=O)N1CCN(S(=O)(=O)c2ccc(Br)cc2)CC1
→ 2.3	0	0.6
COc1cccc(N2CC(NS(=O)(=O)c3cccnc3)CC2=O)c1 (centres undefined)
→ -0.2	-4	-0.6
COc1ccc(OC)c(/C=N/NC(=O)c2cccc3ccccc23)c1
→ -0.3	-9	-1.0
Cc1cc(C)n2nc(C(=O)OCC(=O)N3CC(C)CC(C)C3)nc2n1 (centres undefined)
→ 0.9	-2	0.8
COc1cc(/C=C2\C(=O)ON=C2c2ccc(Cl)cc2)ccc1O
→ 1.4	-2	1.8
Cc1ccc(S(=O)(=O)NC(=O)Nc2cccc(S(=O)(=O)N(C)C)c2)cc1
→ 1.2	1	1.5
C=C[C@@H]1c2cccc(C)c2N(S(=O)(=O)c2ccc(C)cc2)[C@H](c2ccc(OC(C)=O)cc2)C1(C#N)C#N
→ 1.3	-3	0.9
O=C(C[C@H]1C/C=C\C[C@@H](NC(=O)OCC2c3ccccc3-c3ccccc32)C(=O)O[C@@H](c2ccccc2)CNC1=O)N[C@H](CO)Cc1ccccc1
→ 0.6	0	0.4
CCC(CO)Oc1cc(NCc2cccc(O)c2)c2ncn(C(C)C)c2c1 (centres undefined)
→ 0.7	-7	2.4
O=C1CCc2cc(S(=O)(=O)NCc3ccccc3Cl)cc3c2N1CC3
→ 0.6	-3	0.5
O=C(O)C[C@H]1c2ccccc2S(=O)(=O)N1c1ccccc1
→ -0.1	-5	-0.6
CCN(CC)CCOc1ccc(/C(=C(\Cl)c2ccccc2)c2ccccc2)cc1
→ 2.4	4	1.9
Cc1ccc(S(=O)(=O)N2CCN(C(=O)COC(=O)CCOc3ccccc3)CC2)c(C)c1
→ 7.3	0	9.2
CC1=CCC[C@H]2[C@H](C1)C(=O)C[C@@H](C)[C@]2(C)CC/C(=C/CO)CO
→ 1.9	-3	2.0
CCOc1ccc(S(=O)(=O)N2CCN(C(=O)COc3ccc(Br)cc3)CC2)cc1
→ 8.1	-5	7.3
Cc1ccc(NS(=O)(=O)c2cc(C(=O)N3CCN(CCO)CC3)ccc2C)cc1
→ 1.1	-4	-0.1

(next part)
Values run as follows: V1R ag counter	GalR3 antag	OXTR ag
COc1ccccc1C(=O)NCCC(=O)N1CC=C(c2ccccc2)CC1
→ 0.8	1	-2.0
N#CCCN(C(=S)NC(=O)C1CCCCC1)c1ccccc1F
→ 1.1	1	0.5
CCc1cc(Cn2nc(-c3ccccc3)cc2C(=O)NCc2ccccc2OC)on1
→ 2.0	-4	0.0
O=C(NNC(=O)c1cc(-c2cccc(Br)c2)nc2ccccc12)c1csc(N2CCOCC2)n1
→ 0.7	-3	-0.5
Cc1ccc(C(=O)OC(C)C(=O)Nc2ccc(Cl)cn2)s1 (centres undefined)
→ -1.1	0	-1.8
COc1cccc(C(=O)OCC(=O)N2CCc3ccccc3C2)c1OC
→ 2.2	-4	3.8
O=C(Nc1ccc(F)c(Cl)c1)C1CCCN(C2=NS(=O)(=O)c3ccccc32)C1 (centres undefined)
→ 1.4	0	0.9
Cc1cc(=O)[nH]c(SCC(=O)Nc2ccc3c(c2)CCC3)c1C#N
→ 9.3	-1	13
COc1cc2cc(CCCOC(=O)c3cccc(Br)c3)oc(=O)c2cc1OC
→ 0.0	-5	-1.4
C[C@H](CO)N1C[C@H](C)[C@@H](CN(C)S(C)(=O)=O)Oc2ccc(NC(=O)Nc3ccc(C(F)(F)F)cc3)cc2C1=O
→ 1.4	0	1.9
CCCN(CCc1ccccc1)C1CCc2c(O)cccc2C1 (centres undefined)
→ -0.2	-2	-0.8
CCN(C(=O)COC(=O)CCNS(=O)(=O)c1ccccc1F)c1c(N)n(Cc2ccccc2)c(=O)[nH]c1=O
→ 0.5	-3	0.3
CC(C)(C)[C@H]1COC(=O)[C@H](NC(=O)OCC2c3ccccc3-c3ccccc32)C/C=C\C[C@@H](CC(=O)N[C@H](CO)Cc2ccccc2)C(=O)N1
→ -0.7	-4	-1.7
CC(C)(C)OC(=O)C[C@@H]1C/C=C\C[C@@H](CC(=O)NCCO)C(=O)N[C@H](C(C)(C)C)COC1=O
→ 0.1	1	1.0
O=C(NCc1cccc(F)c1)c1cccc2c1C(=O)c1ccc(Cl)cc1S2(=O)=O
→ 1.4	-5	0.9
Cc1ccc(NC(=O)CNC(=O)c2ccc(Oc3ccccc3)cc2)nc1
→ 1.9	-2	0.2
CCC1(c2ccc(F)cc2)NC(=O)N(CC(=O)NC2CCCCCC2)C1=O (centres undefined)
→ 2.4	-2	2.2
CCCN(C(=O)COC(=O)COc1c(C)cccc1C)c1c(N)n(Cc2ccccc2)c(=O)[nH]c1=O
→ -1.3	-4	-0.4
O=C(COC(=O)c1cccs1)Nc1ccc(Cl)cn1
→ 1.2	-5	0.9
CC1=CC(=O)C=C/C1=C(/c1ccc(O)cc1C)c1ccccc1S(=O)(=O)O
→ 1.5	-4	0.7

Other compounds follow.
Values run as follows: V1R ag counter	GalR3 antag	OXTR ag
NS(=O)(=O)c1ccc(CCNC(=O)c2ccc(Cl)c(S(=O)(=O)N3CCCCC3)c2)cc1
→ 1.8	-3	1.6
COC(=O)c1c(NC(=O)COC(=O)CC(NC(C)=O)c2ccccc2)sc(C)c1C (centres undefined)
→ -0.6	-3	-0.5
Cc1cccc(C(C)C)c1NC(=O)CSc1cccc[n+]1[O-]
→ 0.5	-7	2.1
O=C(NC1CC(=O)N(c2cccc(F)c2)C1)N1CCN(C(=O)c2ccco2)CC1 (centres undefined)
→ 1.1	-6	1.2
CC(=O)Nc1cc(NC(C)=O)cc(C(=O)OC(C)C(=O)Nc2ccc(S(=O)(=O)N3CCCC3)cc2)c1 (centres undefined)
→ 0.1	2	0.8
COc1ccc(NC(=O)Cc2ccsc2)cc1S(=O)(=O)N1CCCCC1
→ 2.9	-1	2.1
CC(=O)NC(CC(=O)NNC(=O)C(C)Oc1ccccc1F)c1ccccc1 (centres undefined)
→ 1.4	-1	1.3
CCN(C[C@H]1N[C@@](CC)(C(=O)OC)[C@H]2C(=O)N(Cc3ccccc3)C(=O)[C@@H]12)C(=O)c1ccc(C)cc1
→ -1.4	-8	-1.9
COc1ccc(NC(=O)CN(C)C(=O)CCC(=O)c2ccc(C)cc2)cc1
→ 0.0	-2	-1.6
CC(=NNC(=O)c1cccs1)c1ccc2c(c1)OCCO2
→ -0.9	-3	-1.5
O=C(OCc1c(-c2ccccc2)ncc2ccccc12)c1ccc(F)cc1
→ -0.3	-5	-0.9
C/C=C(\NC(C)=O)c1ccccc1
→ 0.3	-3	1.1
Cc1noc(C)c1NC(=O)N(C)C[C@H]1Oc2ccc(NC(=O)c3ccncc3)cc2C(=O)N([C@H](C)CO)C[C@@H]1C
→ 1.4	-5	1.2
CCCCNC(=O)c1onc(CSc2ccc(Cl)cc2)c1C(=O)NCCCC
→ -0.2	-10	-0.4
COCCCN(C(=O)c1cc(-c2ccco2)nc2ccccc12)c1c(N)n(Cc2ccccc2)c(=O)[nH]c1=O
→ -1.5	1	-1.0
COc1ccc(CCC(=O)OCC(=O)Nc2sccc2C#N)cc1
→ 5.4	1	5.5

Screening data as filed in PubChem BioAssay.
